Dicer processing: inhibitors of human Dicer processing of pre-microRNA. Q9UPY3. cat-ELCCA pre-miR-21 Dicer processing, chemiluminescence; stronger effect = higher value. z-score at 25 µM. 47,000 compounds, 6% hits. AID 1347074; in the data active = z-score above about 3, passing the limit was not always enough;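 note: plate controls were vehicle for no effect and no enzyme for full effect; higher signal means more uncleaved substrate so more Dicer inhibition; strong numbers were not always called active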
Target sequence (Q9UPY3 whole entry, looked up): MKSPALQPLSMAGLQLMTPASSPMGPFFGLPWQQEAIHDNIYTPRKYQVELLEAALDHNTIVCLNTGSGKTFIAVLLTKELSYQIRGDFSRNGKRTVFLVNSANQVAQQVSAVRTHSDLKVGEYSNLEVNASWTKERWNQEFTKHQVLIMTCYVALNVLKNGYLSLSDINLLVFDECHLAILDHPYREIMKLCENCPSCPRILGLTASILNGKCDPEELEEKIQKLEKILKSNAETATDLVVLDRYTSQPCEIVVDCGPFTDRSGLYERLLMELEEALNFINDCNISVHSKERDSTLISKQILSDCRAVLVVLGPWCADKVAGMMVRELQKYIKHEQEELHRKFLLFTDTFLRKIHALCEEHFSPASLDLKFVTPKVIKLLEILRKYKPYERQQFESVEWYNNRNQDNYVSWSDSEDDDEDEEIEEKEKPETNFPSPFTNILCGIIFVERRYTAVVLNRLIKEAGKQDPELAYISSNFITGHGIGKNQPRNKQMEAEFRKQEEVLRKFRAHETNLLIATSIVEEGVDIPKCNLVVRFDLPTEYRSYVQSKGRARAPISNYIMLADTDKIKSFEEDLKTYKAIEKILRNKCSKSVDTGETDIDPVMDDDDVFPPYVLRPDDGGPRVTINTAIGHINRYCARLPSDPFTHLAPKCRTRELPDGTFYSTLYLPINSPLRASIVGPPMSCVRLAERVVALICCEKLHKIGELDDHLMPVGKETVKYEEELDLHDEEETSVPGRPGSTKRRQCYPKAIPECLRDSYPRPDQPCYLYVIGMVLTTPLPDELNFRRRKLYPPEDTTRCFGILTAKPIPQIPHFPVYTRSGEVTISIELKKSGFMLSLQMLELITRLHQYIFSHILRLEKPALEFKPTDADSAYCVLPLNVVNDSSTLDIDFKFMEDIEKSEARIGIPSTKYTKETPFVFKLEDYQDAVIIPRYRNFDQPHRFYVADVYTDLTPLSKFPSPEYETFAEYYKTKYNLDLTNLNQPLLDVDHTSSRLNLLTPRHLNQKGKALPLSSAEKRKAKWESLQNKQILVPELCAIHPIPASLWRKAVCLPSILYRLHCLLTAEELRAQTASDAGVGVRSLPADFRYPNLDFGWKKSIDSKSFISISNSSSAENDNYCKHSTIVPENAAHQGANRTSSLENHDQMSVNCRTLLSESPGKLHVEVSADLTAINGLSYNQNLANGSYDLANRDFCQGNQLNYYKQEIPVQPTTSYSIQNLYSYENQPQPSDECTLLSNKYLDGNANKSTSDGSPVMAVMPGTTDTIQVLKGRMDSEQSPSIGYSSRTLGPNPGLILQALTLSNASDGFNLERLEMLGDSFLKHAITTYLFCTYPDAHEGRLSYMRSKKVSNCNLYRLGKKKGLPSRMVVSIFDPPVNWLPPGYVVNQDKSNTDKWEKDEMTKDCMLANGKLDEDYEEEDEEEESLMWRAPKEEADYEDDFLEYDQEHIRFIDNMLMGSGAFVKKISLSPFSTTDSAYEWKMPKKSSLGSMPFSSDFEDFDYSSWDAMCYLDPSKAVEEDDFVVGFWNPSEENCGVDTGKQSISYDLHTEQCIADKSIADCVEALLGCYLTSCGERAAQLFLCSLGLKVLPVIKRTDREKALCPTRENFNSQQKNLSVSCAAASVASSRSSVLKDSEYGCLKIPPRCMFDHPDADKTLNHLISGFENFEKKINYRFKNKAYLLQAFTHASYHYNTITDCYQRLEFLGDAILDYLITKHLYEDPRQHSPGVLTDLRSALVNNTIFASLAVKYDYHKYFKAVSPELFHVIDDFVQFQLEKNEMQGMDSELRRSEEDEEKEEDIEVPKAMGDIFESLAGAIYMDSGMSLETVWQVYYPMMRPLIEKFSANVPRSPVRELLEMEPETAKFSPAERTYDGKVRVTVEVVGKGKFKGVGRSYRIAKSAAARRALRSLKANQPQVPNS
* = called active by the depositor. The list is partial; count on the stated rates, not on these rows.

molecule	Dicer processing
O=C1Nc2ccc(Br)cc2C1(O)c1c[nH]c2ccccc12 (configuration not stated)	1.5
CCOc1ccc(N2C(=O)C3ON(c4ccccc4)C(c4ccco4)C3C2=O)cc1 (configuration not stated)	-1.3
CCCOC(=O)C1=C(C)NC2=C(C(=O)CC(c3cccs3)C2)C1c1ccc(F)cc1 (configuration not stated)	2.8
C(=Nc1ccccc1-n1cccc1)c1cnc(-c2ccccc2)[nH]1	1.4
Cc1c(C(=O)O)c(C(=O)O)c2n1CCS2	-0.99
C/C(=N\NC(N)=O)c1csc2ccccc12	2.2
CC1Sc2ccc(Cl)cc2-c2nc(N)ncc21 (configuration not stated)	-0.14
COCCOc1ncc(NC(=O)CSCC(=O)O)cc1C(F)(F)F	2.2
CCCCNC(=O)n1c(SC)nc2ccccc21	2.4
CCCCCCSc1s[nH]c(=O)c1C#N	-1.1
O=C(/C=C/Nc1cccc(Cl)c1)c1ccc(Cl)cc1	-0.93
O=C(O)CSc1cccc2cccnc12	1.5
Cc1ccc(C2C3=C(Nc4c2c(=O)n(C)c(=O)n4C)c2ccccc2C3=O)cc1 (configuration not stated)	0.93
N/C(=N\OC(=O)Cc1cccs1)c1ccc(Cl)cc1	0.23
COC(=O)c1cc(OC)c(OC)c(OC)c1NC(=O)c1cccs1	-1.7
C/C(=N\OC(=O)c1ccccc1)c1cnn(-c2cc(C(F)(F)F)cc(C)n2)c1C	0.57
O=C(COc1ccc(Cl)cc1)N(Cc1cccs1)C1CCS(=O)(=O)C1 (configuration not stated)	0.47
S=C1NCN(CCCCc2ccccc2)CN1	1.7
COc1ccc(-c2c(C)oc3cc(O)cc(O)c3c2=O)cc1OC	2
CCOC(=O)c1c[nH]c2onc(C)c2c1=O	-0.75
CCCc1cc(=O)n2[nH]c(C(F)(F)F)c(-c3ccccc3)c2n1	0.17
CCOc1cc(C2NC(=O)CCC2[N+](=O)[O-])cc(Br)c1OC (configuration not stated)	0.3
CC(=O)OC[C@@H]1O[C@H](n2cnc3c(=O)[nH]c(N)nc32)[C@@H](OC(C)=O)[C@H]1OC(C)=O	0.25
CCOC(=O)CN(C(=O)COc1nc(-c2ccccc2)cc(C)c1C#N)c1ccccc1C	3.5*
COc1ccccc1NS(=O)(=O)c1ccc2c(c1)[C@H]1C=CC[C@H]1[C@@H](c1ccccc1Cl)N2	2.5

Continuation.
molecule	Dicer processing
O=C(CO/N=C/c1ccc(Cl)cc1Cl)NNC(=S)Nc1cc(Cl)ccc1Cl	5.6*
Cc1cc(C)n(-c2ccc3cccc(N)c3n2)n1	0.98
C/C(=N\OC(=O)Nc1ccc(Cl)cc1)c1cc(-c2ccccc2)no1	-0.26
CCCCc1nc2sc3c(N4CCOCC4)ncnc3c2c2c1COC(C)(C)C2	-0.76
Nc1nc(N2CCOCC2)ncc1S(=O)(=O)c1ccc(Cl)cc1	3.9*
COc1c(Cl)cc(Cl)c(OC)c1C(=O)NC(=O)Nc1c(C)cccc1Cl	-1.4
CNC(=S)NNC(=O)C(C)Oc1ccc(Cl)cc1 (configuration not stated)	-0.61
O=C(NCc1ccccc1)C1CCC(C(=O)NCc2ccccc2)N1 (configuration not stated)	-0.39
CCNc1oc(COc2ccc(OC)cc2)nc1C#N	0.87
CCc1ccc(CN(C(=O)c2oc3ccccc3c2C)C2CCS(=O)(=O)C2)cc1 (configuration not stated)	3.6*
CCc1c(C)nc(Nc2nc(C)c3cc(C)c(C)cc3n2)[nH]c1=O	1.1
CCOC(=O)c1cn(CC)c2cc(N3CCCCC3)c(F)cc2c1=O	2.4
C/C(=N\N=C(/N)SCc1c(Cl)cccc1Cl)c1ccc(Cl)c(Cl)c1	0.06
CCOC(=O)c1nnn2c1nc(Sc1nc3ccccc3[nH]1)c1ccccc12	-0.8
COc1cc(C2c3c(oc4ccccc4c3=O)C(=O)N2c2nncs2)ccc1OCCC(C)C (configuration not stated)	0.55
O=c1cc(C(F)(F)F)[nH]c2ccc(C(F)(F)F)cc12	-0.56
CCOc1ccc(C(C)(C)C)cc1S(=O)(=O)n1cnc2ccccc21	-1.8
CCOC(=O)COc1nc(C)cc(C(F)(F)F)c1C#N	2.6
CC(=O)Nc1ccc(S(=O)(=O)NNc2ncnc3sccc23)cc1	0.97
C=CCOc1ccc(C2c3c(oc4ccc(F)cc4c3=O)C(=O)N2CCOC)cc1 (configuration not stated)	-1.4
CNC(=O)c1c(N)sc2c1CCCC2	-0.54
CC1(C)CC(=O)C2=C(C1)c1c(ccc3ncccc13)NC2c1cccc(O)c1 (configuration not stated)	0.35
CCOC(=O)c1c(C)n(C)c2cc(-c3ccc(CC)cc3)c(O)cc12	3.5*
Cc1c(-c2nc(-c3ccc(OS(=O)(=O)N(C)C)cc3)no2)oc2ccccc12	0.28
COc1ccc(/C=C/c2nc(-c3ccc(Br)cc3)no2)cc1OC	1.6

(listing goes on)
molecule	Dicer processing
Cc1c(NC(=O)OCCNC(=O)Nc2ccccc2)sc(=S)n1C	1.2
Cc1c(C(=O)O)nnn1-c1cc(C(F)(F)F)cc(C(F)(F)F)c1	-0.01
COc1ccc(OCc2nc(CSc3cc(C)c(Cl)cc3C)cs2)cc1	-3.6
CC(C)(C)c1csc(-c2ccc(-c3cccs3)s2)n1	-0.01
Clc1cccc(CSc2nnc([C@@H]3CCCN3)o2)c1	-1.1
O=C(CSc1nccc(C(F)(F)F)n1)c1cccnc1	-1
CCOC(=O)OC(C)OC(=O)[C@@H]1N2C(=O)[C@@H](NC(=O)[C@H](N)c3ccccc3)[C@H]2SC1(C)C (some centres not stated)	0.26
FC(F)(F)c1cccc(NC(=S)N2CCCc3ccccc32)c1	-0.12
CN(S(=O)(=O)c1ccc(F)cc1)S(=O)(=O)c1ccc(Cl)cc1	-1.4
Oc1ccccc1C1=NN2C(C1)c1ccccc1OC2c1ccccc1 (configuration not stated)	2.5
Cn1nc(C(C)(C)C)cc1NC(=O)Nc1ccc(F)cc1	2.2
C=CCSc1nc(-c2ccccc2)c(-c2ccccc2)[nH]1	-0.06
O=[N+]([O-])c1cccc(Cl)c1Oc1ccccc1	0.2
COc1ccc([N+](=O)[O-])c(S(=O)(=O)c2ccc(Cl)cc2)n1	-1.5
CC(C)(C)n1cnnc1Sc1ccc([N+](=O)[O-])cn1	2.4
CCOC(=O)N1CCC(NC(=O)c2nccnc2C(=O)Nc2ccc(C)cc2)CC1	-1.1
COC(=O)CC(=O)NC(CSC(=O)Nc1ccc(SC(F)(F)F)cc1)C(=O)OC (configuration not stated)	-1.3
CC(=O)N1CCC(=O)Nc2ccccc21	-0.11
CN(C)/C=C/C(=O)c1ccc(C#Cc2ccccc2)s1	0.28
COc1ccc(NCC(O)Cn2c(C)c(C)c3ccccc32)cc1 (configuration not stated)	2.2
C=CCNC(=S)NNC(=O)Cn1c(-c2ccccc2)cc(=O)n2ncnc12	-0.28
O=C1CCCN1CC(O)CN1CCN(c2nc3ccc(Cl)cc3s2)CC1 (configuration not stated)	-2.1
CCOC(=O)c1cnn2c(C)cc(-c3ccc(OCC)cc3)nc12	-1.9
Cc1nnsc1-c1nc2cccc(C)c2c(=O)o1	3.4*
N#Cc1sc2nnc(-c3ccncc3)n2c1N	1.4

The list goes on.
molecule	Dicer processing
CC(C)C(CO)NC(=O)Oc1ccccc1 (configuration not stated)	0.59
Nc1c(C(=O)NCc2ccco2)sc2nc(-c3ccncc3)ccc12	1.1
CCCOc1ccc(C2C(C(=O)OC3CCCC3)=C(C)NC3=C2C(=O)CCC3)cc1OC (configuration not stated)	-0.15
COC(=O)Cc1c(C)ncnc1OCC(=O)Nc1ccc(F)cc1	0.45
Cc1cccn(Cc2c(F)cccc2Cl)c1=O	0.52
O=C(COc1ccc(C2=Nc3ccccc3NC(c3ccccc3)C2)cc1)Nc1ccccc1 (configuration not stated)	1.2
COc1ccc(-n2ncc(NC(=O)Nc3ccc(OC(F)(F)F)cc3)c2C)cc1	1.1
CSc1nc2c(c(=O)n1C)C1(CCCC1)Cc1ccccc1-2	4.2*
CSCCC1Oc2ccc(Cl)cc2C2CC(c3ccccc3O)=NN12 (configuration not stated)	-1.1
FC(F)(F)c1nc2ccc(Cl)cc2[nH]1	1.2
COC(=O)CCCCCCCC(=O)Nc1cc(C)on1	-0.52
CCOC(=O)c1c(CSc2ccccn2)n(C)c2cc(Br)c(O)cc12	2.1
CCOC(=O)C1C(=O)C=C(c2ccc3ccccc3c2)CC1c1ccc(F)cc1 (configuration not stated)	-0.26
CC(=O)Nc1sc(=Nc2ccc(C)c(C)c2)n(C(C)=O)c1-c1ccc2c(c1)OCO2	1
COc1ccc(N(C(=O)c2cccs2)S(=O)(=O)c2ccc3c(c2)n(C)c(=O)n3C)cc1	-0.9
CC[N+](C)(CC)CCOC(=O)C1c2ccccc2Oc2ccccc21	0.57
COc1cc(NC(=O)c2cccc(Br)c2)nc(OC)n1	0.43
CN1CCN(c2nc3c(c(=O)n(C)c(=O)n3C)n2Cc2ccc(F)cc2)CC1	2.8
O=C(CCc1ccccc1)NNc1c(Cl)cncc1Cl	-0.88
NC(=O)c1ccc([N+](=O)[O-])cc1C(N)=O	1.3
Cn1ccnc1SCC(=O)Nc1ccc(C(C)(C)C)cc1	0.87
Cc1sc2nc3sc(CC(=O)NCCO)cn3c(=O)c2c1C	-1.8
Brc1cc2c(cc1Cn1c(-c3cncs3)nc3ccccc31)OCO2	4.3*
COc1ccc(Cn2c(=O)oc3ccccc32)cc1OC	-0.24
O=C(COc1ccc(Br)cc1Cl)Nc1ncn[nH]1	-0.53

Other records:
molecule	Dicer processing
COc1ccc(-c2nc(C#N)c(NCc3ccc(C)cc3)o2)cc1	-0.26
O=C(O)[C@@H]1CSC([C@H](O)[C@H](O)[C@@H](O)[C@@H](O)CO)N1 (some centres not stated)	-0.66
CCc1ccc(C2C(C#N)=C(C)NC3=C2C(=O)CCC3)cc1 (configuration not stated)	0.32
O=C(O)CN1C(=O)c2cccc3cc([N+](=O)[O-])cc(c23)C1=O	2.9
O=C(NC(=O)c1ccc(C(F)(F)F)cc1)NN1CCCCCC1	-2.5
O=C(NNc1ccc(-c2csnn2)cc1)c1ccc(Cl)cc1	-1
COc1cc(NC(=O)COc2cc(Cl)c(Cl)cc2Cl)cc(OC)c1OC	-0.43
CCOC(=O)C(Nc1cccc(C)c1)(NS(=O)(=O)c1ccc(C)cc1)C(F)(F)F (configuration not stated)	-0.19
CCCCN1C(=O)C2(/C(=C(/O)c3ccc(C)cc3)C(=O)C(=O)N2CCCOC)c2ccccc21 (configuration not stated)	5.1*
Cc1oc(C(C)(C)C)cc1C(=O)Nc1ccc(N(C)C)cc1	3
O=C(c1ccccc1)n1cc2c(n1)-c1ccccc1CS2	-1.2
C[C@](N)(Cc1ccc(O)cc1)C(=O)O	-0.74
COc1cccc(C(=O)Nc2n[nH]c3ccccc23)c1	-0.3
C/C(Cc1ncn(-c2cc(C)on2)n1)=N\OC(=O)Nc1ccc(Cl)cc1	0.88
COCc1cc(=O)oc2cc(NC(=O)C3CC3)ccc12	1.6
O=c1ccn2c(n1)O[C@H]1[C@H](O)[C@@H](CO)O[C@H]12	0.03
COC(Cn1c(SCC(=O)c2ccc(Cl)cc2)nnc1-c1ccc(Cl)cc1)OC	-0.04
Cn1c(-c2ccccc2)cnc1NCc1cccc(Br)c1	4.4*
O=C1CC(Nc2ccccc2)C(=O)N1c1ccc(Br)cc1 (configuration not stated)	-1
COc1ccc(C2c3ccsc3CCN2C(=O)C(C)(C)C)cc1 (configuration not stated)	-0.39
CC(=O)N1CCc2c([nH]c3ccccc23)C1C(F)(F)F (configuration not stated)	-1.1
Cc1nc2ccccc2n1C(C)c1ccccc1 (configuration not stated)	0.9
Clc1ccc(-c2csc(N3CCSCC3)n2)cc1	1.2
Brc1ccc(CSc2ncnc3nc[nH]c23)cc1	-1.4
CN(NC(=O)c1cccs1)c1cnn(C)c(=O)c1Cl	0.08

Some of the entries above in another layout:
compound: O=C(NC(=O)c1ccc(C(F)(F)F)cc1)NN1CCCCCC1
  Dicer processing: -2.5
compound: O=C(NNc1ccc(-c2csnn2)cc1)c1ccc(Cl)cc1
  Dicer processing: -1

By substructure, the entries above containing bromine
molecule	Dicer processing
O=C1Nc2ccc(Br)cc2C1(O)c1c[nH]c2ccccc12 (configuration not stated)	1.5
CCOc1cc(C2NC(=O)CCC2[N+](=O)[O-])cc(Br)c1OC (configuration not stated)	0.3
COc1ccc(/C=C/c2nc(-c3ccc(Br)cc3)no2)cc1OC	1.6
CCOC(=O)c1c(CSc2ccccn2)n(C)c2cc(Br)c(O)cc12	2.1
COc1cc(NC(=O)c2cccc(Br)c2)nc(OC)n1	0.43
Brc1cc2c(cc1Cn1c(-c3cncs3)nc3ccccc31)OCO2	4.3*
O=C(COc1ccc(Br)cc1Cl)Nc1ncn[nH]1	-0.53
Cn1c(-c2ccccc2)cnc1NCc1cccc(Br)c1	4.4*
O=C1CC(Nc2ccccc2)C(=O)N1c1ccc(Br)cc1 (configuration not stated)	-1
Brc1ccc(CSc2ncnc3nc[nH]c23)cc1	-1.4

More entries follow.
molecule	Dicer processing
COC(=O)c1ccc([C@@H]2Nc3ccccc3[C@@H]3C=CC[C@@H]32)cc1	1.1
OC(Cn1ccc2ccccc21)Cn1c(Cc2ccccc2)nc2ccccc21 (configuration not stated)	0.95
CCOC(=O)c1c(C)c(C#N)c(NC(=O)c2ccccc2)n1-c1ccccc1	-1.4
O=C(Nc1nnc(-c2ccc3c(c2)OCO3)s1)c1ccccc1Cl	3
COc1cc2c(cc1O)CC[C@@H]1[C@@H]2CC[C@]2(C)[C@@H](O)CC[C@@H]12	0.56
CN1C(=O)CC(c2ccccc2)C1=O (configuration not stated)	18
N=c1ccccn1CC(O)c1ccccc1 (configuration not stated)	1.2
